NPSR antag = neuropeptide S receptor (human) antagonism, cAMP | 220,000 tested, 1% active | Q6W5P4 | CHO-NPSR cells, cAMP TR-FRET, antagonist mode | Potency, µM (top dose mostly 38.3 µM), for inactives: at the top dose activity change, negative = inhibition, most hits filed as inhibitors | AID 1461; note: potency is the fitted concentration of half-maximal effect; % is set by controls: 0 for no effect and ±100 for the full control effect; nearly all actives have a fitted effect of over 50% in size; many of its hits are not listed in these tables
Target sequence (Q6W5P4 whole entry, looked up): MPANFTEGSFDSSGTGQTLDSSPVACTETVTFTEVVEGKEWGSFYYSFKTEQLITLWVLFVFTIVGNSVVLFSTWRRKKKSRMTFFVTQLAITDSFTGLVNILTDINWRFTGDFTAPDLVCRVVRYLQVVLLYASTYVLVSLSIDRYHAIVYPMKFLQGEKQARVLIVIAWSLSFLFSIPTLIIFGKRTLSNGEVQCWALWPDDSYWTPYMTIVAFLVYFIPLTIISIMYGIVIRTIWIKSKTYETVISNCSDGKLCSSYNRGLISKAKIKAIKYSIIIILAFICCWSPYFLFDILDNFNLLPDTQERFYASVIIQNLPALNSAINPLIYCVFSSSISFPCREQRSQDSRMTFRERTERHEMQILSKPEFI
GLA spleen mod = inhibitors or activators of human alpha-galactosidase in spleen homogenate; Potency, µM (doses to about 80 µM), without a hit: top-dose activity change, negative = inhibition, hits mostly inhibitors; P06280; 240,000 tested, 0.008% active; AID 2107; human spleen homogenate, 4MU-alpha-Gal fluorescence, 40 min;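 note: potency is the fitted concentration of half-maximal effect; 0% = enzyme with vehicle and -100% = no enzyme basal signal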
Target sequence (P06280 32-429 limits assumed): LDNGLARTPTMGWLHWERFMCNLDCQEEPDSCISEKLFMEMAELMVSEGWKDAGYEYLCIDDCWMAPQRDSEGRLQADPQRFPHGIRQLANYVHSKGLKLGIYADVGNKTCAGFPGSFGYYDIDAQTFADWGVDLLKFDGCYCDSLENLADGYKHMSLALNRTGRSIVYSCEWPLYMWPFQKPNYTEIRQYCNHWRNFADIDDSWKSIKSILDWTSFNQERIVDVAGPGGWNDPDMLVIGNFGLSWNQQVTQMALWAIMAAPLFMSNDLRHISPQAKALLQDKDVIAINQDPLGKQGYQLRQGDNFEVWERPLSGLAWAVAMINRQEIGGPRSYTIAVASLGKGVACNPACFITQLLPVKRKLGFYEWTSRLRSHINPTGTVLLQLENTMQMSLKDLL
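Spleen homogenate 1 ug + cpd (titration) + 4-MU-alpha-D-galactopyranoside 1 mM; 37C 40 min; 50 mM citrate/phosphate pH 5.0, 0.01% Tween-20; stop pH 10; fluorescence 365/440; AC50 via Hill.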
Epigenetic reg = epigenetic control regulation, reporter derepression | 280,000 tested, 0.2% active | Potency, µM (doses to about 53.9 µM), for inactives: at the top dose GFP activation, actives largely listed as activators | AID 1865 | murine LDR cells, GFP reporter derepression, 30 h; note: potency is the fitted concentration of half-maximal effect; % of control where 0% means no effect; nearly all actives have a fitted effect of over 60% in size
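Derepression of a silenced CMV-GFP reporter in murine LDR cells is scored by enumerating GFP-positive cells with a laser-scanning microplate cytometer after 30 hours of treatment at 37 C.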
LMNA splice mod = LMNA splicing modulation | 200,000 tested, 0.01% active | HeLa LMNA splicing GFP/RFP minigene ratio, 48 h | Potency, µM (doses to about 46.1 µM), for the others: top-dose ratio change, negative = inhibition, most hits filed as inhibitors; active = well fitted inhibition curve with a large enough effect in the signal ratio, with a control signal flat, not every such curve was filed as active; inconclusive = small, poorly fitted or top-dose-only effect, or effect the other way, or a change in a side signal; the % refers to the signal ratio; note: potency is the fitted concentration of half-maximal effect; % is set by controls: 0 for no effect and ±100 for the full control effect
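S3 HeLa stable clones carrying a lamin A-EGFP splicing minigene plus DsRed2 were seeded at 600 cells/well in Opti-MEM with 2% FBS, pin-dosed and incubated 48 h at 37°C. Acumen cytometry (488 nm) gave the GFP/RFP total-intensity ratio.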
Luc counter = Kinase-Glo luciferase inhibition (counter-screen). 200,000 tested, 0.28% active. Potency, µM (top dose mostly 38.3 µM), for the others: at the top dose activity change, negative = inhibition, hits mostly inhibitors. Kinase-Glo luciferase, ATP luminescence, 8 min. Q27757; note: potency is the fitted concentration of half-maximal effect; % is set by controls: 0 for no effect and ±100 for the full control effect; nearly all actives have a fitted effect of over 60% in size
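Luminescence was the read-out, taken after 8-minute incubation at ambient temperature. Luciferase turned over luciferin with 10 uM ATP in imidazole pH 7.2 buffer containing KCl, MgCl2, Tween 20 and BSA.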
CBFb RUNX1 block = blocks binding between human CBF-beta and RUNX1; AlphaScreen CBFb-His/RUNX1-biotin binding, biochemical; Potency, µM (highest dose often 59.8 µM), for the others: at the top dose activity, negative = inhibition, usual class: inhibitors; Q01196+Q13951; 230,000 tested, under 10 active; note: % of control where 0% means no effect
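His-tagged CBF-beta and biotinylated RUNX1 (30 nM each) were premixed 20 min at room temperature, exposed to compound for 15 min, then given nickel-chelate and streptavidin AlphaScreen beads (50 ng each). After 90 min, AlphaScreen signal was read.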
IMPase Li inh = IMPase inhibition in cells with lithium potentiation; CHO-M1 cells, IP1 TR-FRET (IP-One), carbachol + lithium; Potency, µM (doses to about 59.4 µM), inactives show top-dose activity, negative = IMPase inhibition, actives largely listed as inhibitors; 210,000 tested, 0.35% active;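 note: IP1 builds up when IMPase is blocked and the TR-FRET signal falls; potency is the fitted concentration of half-maximal effect; plate controls were basal vehicle for no effect and high inhibitor control for full effect; nearly all actives have a fitted effect of over 50% in size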
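Concentration–response in CHO-M1 cells, lithium-potentiated; 30 min at 37C. IP1 detected by competitive TR-FRET after 10 min lysis at RT. Hill-fitted AC50.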
Active calls of the source: *; ? = inconclusive; . = no result given; & = joins results of further samples; [ ] = another dose, or the depositor's remark. Unless noted, calls come from the whole dose curve; as a rule, active = well fitted curve in the direction sought with a large enough effect; inconclusive = small, poorly fitted or top-dose-only effect, or another doubt; inactive = no such curve, though single readings can be large; an effect the other way counts as inactive or inconclusive. A portion of the library, so the mix of outcomes need not match the whole.

SMILES	NPSR antag	GLA spleen mod	Epigenetic reg	LMNA splice mod	Luc counter	CBFb RUNX1 block	IMPase Li inh
COc1ccc(-c2cc(=O)oc3cc(OCc4nn[nH]n4)ccc23)cc1	-1%[46.1 µM]	8%	-1.7%	-3%	-4%	4%	0%[38.3 µM]
C=CCC1(C)C(=O)N(c2ccccc2)c2ccccc21 (stereo not given)	-19%	0%	-1.4%	-2%	-3%	16%	-2%
CCc1c(O)cc2n(c1=O)-c1ccc(Cl)cc1C2(C)C	5%[46.1 µM]	-3%	0.0%	?	0%	9%	-2%
CCNC(=O)C(=O)Nc1ccc([N+](=O)[O-])cc1	21%	2%	-0.1%	.	-1%	6%	1%
COc1cc(C2NC(=O)NC(c3ccccc3)=C2C(C)=O)c(Cl)cc1OCC(=O)O (stereo not given)	11%	1%	-1.4%	4%[46 µM]	6%	3%	2%
CCOc1ccc(NC(=O)CCN2CCN(c3ccccc3F)CC2)cc1	-8%[46.1 µM]	0%	-0.3%	-16%	-4%	-3%	-8%[38.3 µM]
CCOC(=O)C1CCCN(C(=O)c2cc(S(=O)(=O)Nc3ccccc3OC)ccc2C)C1 (stereo not given)	-2%	1%	3.0%	.	.	4%	.
CCN1CCc2nc(NC(=O)C(c3ccccc3)c3ccccc3)sc2C1	-21%[46.1 µM]	-1%	-1.5%	-2%	4%	-7%	-4%[38.3 µM]
COc1ccc(NC(=O)CC2C(=O)N(C)C(=S)N2CCc2ccccc2F)cc1 (stereo not given)	-10%	-5%	2.2%	?	2%	-2%	3%
COc1cccc(C(=O)N(Cc2cccs2)C2CCS(=O)(=O)C2)c1 (stereo not given)	8%	-4%	-1.7%	.	.	1%	.
Cc1ccc(S(=O)(=O)/N=C2\CN(C)C(=O)N2C)cc1	12%	-9%	0.1%	-4%	-1%	-2%	-5%
Cc1cc(C)nc(Sc2c(C)n[nH]c2C)n1	-6%[46.1 µM]	-11%	1.5%	6%	-6%	-2%	-8%[38.3 µM]
COc1ccc(S(=O)(=O)CCc2nnc(NC(C)=O)s2)cc1	4%	4%	-2.2%	.	3%	14%	3%
CC(C)CC(=O)NC(=S)Nc1ccccc1N1CCCC1	?	0%	0.0%	.	.	-6%	.
O=C(Nc1ccccc1)/C(=C/c1ccccc1)NC(=O)c1ccco1	-4%	0%	4.0%	?	0%	-1%	1%
CCCCn1c(SCC(=O)NC2CCS(=O)(=O)C2)nc2cc(S(N)(=O)=O)ccc21 (stereo not given)	6%	-5%	-0.6%	7%[46 µM]	-1%	0%	15%
Cc1[nH]nc2oc(=O)c(CCO)c(C)c12	-9%[46.1 µM]	-6%	-3.9%	10%	16%	1%	20%[38.3 µM]
CC(=O)N1CSCC1C(=O)O (stereo not given)	-5%[46.1 µM]	7%	-0.2%	5%	0%	-1%	-2%[38.3 µM]
Cc1ccc(C)c(SCC(=O)c2ccc[nH]2)c1	0%	1%	-2.2%	-11%[46 µM]	0%	-6%	6%
Cn1c(O)c(C2=c3ccccc3=NC2=O)sc1=Nc1ccc(Cl)cc1	-23%[46.1 µM]	2%	-1.0%	-14%	-2%	-5%	17%
Cn1c(=O)c(=O)n(C)c2cc(S(=O)(=O)N3CCOCC3)ccc21	0%[46.1 µM]	0%	4.9%	4%	-4%	-7%	0%[38.3 µM]
Cc1nc2ccc(NS(=O)(=O)c3ccc(F)cc3)cc2s1	2%	4%	-1.4%	?	0%	-2%	8%
Cc1cccc(CN2CCN(Cc3ccc(-n4cccn4)cc3)CC2CCO)n1 (stereo not given)	-10%	6%	-0.2%	.	.	10%	7%
Cn1cccc1-c1nc2ccccc2n1C	19%	7%	0.0%	10%[46 µM]	0%	-7%	-7%

One compound at a time, as listed above. Order of screens: NPSR antag, GLA spleen mod, Epigenetic reg, LMNA splice mod, Luc counter, CBFb RUNX1 block, IMPase Li inh
Record of `Cc1cc(C)nc(Sc2c(C)n[nH]c2C)n1` → -6%[46.1 µM], -11%, 1.5%, 6%, -6%, -2%, -8%[38.3 µM]
Record of `COc1ccc(S(=O)(=O)CCc2nnc(NC(C)=O)s2)cc1` → 4%, 4%, -2.2%, ., 3%, 14%, 3%
Record of `CCCCn1c(SCC(=O)NC2CCS(=O)(=O)C2)nc2cc(S(N)(=O)=O)ccc21` (stereo not given) → 6%, -5%, -0.6%, 7%[46 µM], -1%, 0%, 15%
Record of `CC(=O)N1CSCC1C(=O)O` (stereo not given) → -5%[46.1 µM], 7%, -0.2%, 5%, 0%, -1%, -2%[38.3 µM]

Following part:
SMILES	NPSR antag	GLA spleen mod	Epigenetic reg	LMNA splice mod	Luc counter	CBFb RUNX1 block	IMPase Li inh
COc1ccc(NC(=O)c2ccc(-n3nc(C)c[n+]3[O-])cc2)cc1	6%[46.1 µM]	3%	-1.0%	-8%	0%	3%	35%[38.3 µM]
COc1ccc(/C=N\NC(=O)c2nn(C)cc2Cl)cc1CN1CCOCC1	-6%	-5%	1.0%	3%	-5%	0%	9%
COCCNS(=O)(=O)c1ccc2c(c1)C(=O)c1cc(S(=O)(=O)NCCOC)ccc1-2	-12%[46.1 µM]	13%	0.1%	-2%	-2%	0%	25%[38.3 µM]
COc1ccc(C2=NN3C(=O)c4c(ccc(OC)c4OC)C3C2)cc1 (stereo not given)	-14%[46.1 µM]	-4%	-4.1%	-5%	1%	7%	-11%[38.3 µM]
CSc1nnc(-c2ccccc2)c(-c2ccccc2)n1	?	3%	-1.1%	.	.	-1%	.
Cc1ccc(CCNC(=O)C2CCN(S(=O)(=O)N3CCCC3)CC2)cc1	3%[46.1 µM]	4%	-0.3%	7%	-7%	2%	9%[38.3 µM]
CC(=O)Nc1coc2ccc(Br)cc12	7%[46.1 µM]	-8%	-5.8%	7%	2%	3%	2%[38.3 µM]
CC(=O)Nc1ccc(S(=O)(=O)N2c3ccccc3NC(=O)CC2C)c(Cl)c1 (stereo not given)	11%	4%	-2.4%	.	.	6%	.
CCOC(=O)COc1ccc(C)cc1-c1ccno1	-9%[46.1 µM]	5%	-1.3%	-4%	-7%	2%	27%[38.3 µM]
CCc1ccc(/C=C2\Oc3cc(OS(C)(=O)=O)ccc3C2=O)cc1	-16%	2%	0.0%	?	-2%	-10%	-3%
COC(=O)c1sccc1NC(=S)N1CCCC(C)C1 (stereo not given)	-9%[46.1 µM]	-4%	0.0%	3%	-2%	5%	34%[38.3 µM]
COc1ccc(NC(=O)CSc2ccc(-c3cccs3)nn2)c(OC)c1	-18%	-12%	-1.2%	.	-2%	3%	11%
COc1ccc(-c2c(C#N)c(N)nc3sc(C(=O)c4ccc(C)cc4)c(N)c23)cc1	-39%	3%	?	-9%	0%	6%	-21%
CCN(CC)CCOc1ccc2c(c1)C(=NO)c1cc(OCCN(CC)CC)ccc1-2	?	-3%	-2.3%	16%	-1%	0%	-5%[38.3 µM]
CCCc1ncc(C(O)c2cccc3ccccc23)n1C (stereo not given)	-2%[46.1 µM]	-2%	5.2%	-7%	-1%	2%	38%[38.3 µM]
Cc1ccc(S(=O)(=O)N2CCOCC2)cc1NC(=O)Cn1cc(C(F)(F)F)cc(Cl)c1=O	16%	4%	-3.0%	3%	-4%	7%	1%
O=S(=O)(Nc1ccncc1Cl)c1ccccc1	-13%[46.1 µM]	10%	7.6%	5%	1%	-2%	-10%[38.3 µM]
CN(C)S(=O)(=O)c1ccc(Cl)c(NC(=O)COC(=O)CC(NC(N)=O)c2ccc(Cl)cc2)c1 (stereo not given)	0%	11%	-1.0%	.	.	8%	.
CC(=O)c1ccc(NC(=O)CC2Nc3cccc4cccc(c34)NC2=O)cc1 (stereo not given)	-5%	3%	-4.2%&0.0%	-19%[46 µM]	-1%	-24%	-3%
Cc1ccc(C)c(N2CCN(C(=O)CN(C)S(=O)(=O)c3cnc[nH]3)CC2)c1	-10%[46.1 µM]	-8%	5.1%	2%	-1%	8%	-8%[38.3 µM]
CCOc1cc(C(c2c(C)[nH][nH]c2=O)c2c(C)[nH][nH]c2=O)ccc1OCc1ccc([N+](=O)[O-])cc1	-9%[46.1 µM]	3%	0.7%	-1%	1%	-7%	37%[activator][38.3 µM]
COc1ccc(/C=N/NC(=O)c2cccc(O)c2)cc1Cn1nc(C)c([N+](=O)[O-])c1C	-16%	3%	3.3%	16%[46 µM]	1%	-3%	4%
CC(C)=CCC/C(C)=C/CO/N=C1/C[C@@H](O)[C@@H](O)[C@@H]2[C@@H]3C(=O)N(C[C@@H]4CCCO4)C(=O)[C@H]3CC[C@@H]12	.	-3%[17.5 µM]	0.8%[10.1 µM]	.	.	1%[13.1 µM]	.
CC1(C)N=C(N)N=C(N)N1c1ccc(OCCCOc2ccccc2)c(Cl)c1	45%	-6%	0.0%	.	.	-2%	.
CCCCN(CCCC)CCCNC(=O)C1CC(c2ccc(C(F)(F)F)cc2)=NO1 (stereo not given)	20%	-4%	-2.3%	.	.	12%	.
O=C(CSc1nnc(Cc2cc(=O)[nH]c(=O)[nH]2)n1-c1ccc(Cl)cc1)NCC1CCCO1 (stereo not given)	4%[46.1 µM]	-2%	2.1%	-4%	0%	2%	10%[38.3 µM]
O=C(NCCCN1CCCCC1)C1CCC(=O)N1CCc1ccccc1 (stereo not given)	11%[46.1 µM]	2%	-0.9%	1%[0.0737 µM]	4%	2%	-4%[38.3 µM]
Cc1cccc(Cl)c1OCCCCn1ccnc1	3%[46.1 µM]	0%	-1.0%	-14%	1%	0%	24%[38.3 µM]
COc1ccc(S(=O)(=O)N2CCCCCC2)cc1N(C)S(=O)(=O)c1ccccc1	?	2%	0.0%	?	3%	4%	24%
Cc1ccc(OCCNC(=O)/C=C/c2ccccc2)cc1	0%	-2%	0.1%	3%	-2%	4%	2%
COC(=O)CCCC(=O)N1CCCC(C(=O)c2ccc(OC)cc2C)C1 (stereo not given)	-2%	0%	0.0%	.	1%	1%	13%
CCOC(=O)/C(=C/C1=CC(=C/N(C)C)/C(=O)O1)C(C)=O	28%	-7%	-0.7%	.	.	1%	.
c1ccc(CSCc2cn3ccccc3n2)cc1	-8%	-3%	-3.8%	4%[46 µM]	-6%	2%	-2%

3 of the entries above in order of the IMPase Li inh value, largest number first:
Structure	IMPase Li inh
COC(=O)CCCC(=O)N1CCCC(C(=O)c2ccc(OC)cc2C)C1 (stereo not given)	13%
Cc1ccc(OCCNC(=O)/C=C/c2ccccc2)cc1	2%
c1ccc(CSCc2cn3ccccc3n2)cc1	-2%

Screening data as filed in PubChem.
